TSG101-PTAP inh: blocks PTAP/TSG101 interaction to inhibit HIV-1 budding; Fluorescence polarization, FITC-PTAP peptide / Tsg101 binding; Potency, µM (series often up to 115 µM), for inactives: at the highest dose activity change, negative = inhibition, most hits filed as inhibitors; 340,000 tested, under 10 active; active = well fitted inhibition curve with a large enough effect in the main read-out, with a control signal flat, not every such curve was filed as active; inconclusive = small, poorly fitted or top-dose-only effect, or effect the other way, or a change in a side signal; inactive = no such curve, though single readings can be large or run the other way; also: potency is read from the fitted curve at half-maximal effect; % of control where 0% means no effect
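Compounds were pin-transferred onto Tsg101 binding domain (10 uM final) in HEPES pH 7.5 buffer, then FITC-PTAP peptide was added at 50 nM final. After 20 min at RT, polarization reported peptide displacement across a qHTS concentration series.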
ELG1 repair inh: inhibitors of ELG1-dependent DNA repair in HEK293T cells | AID 504467 | HEK293T ELG1-luciferase reporter, luminescence, 16 h; DNA damage induced by 5-fluorouridine | Potency, µM (titrated, usually from 46.1 µM), for the others: at the top dose activity change, negative = inhibition, most hits filed as inhibitors | 330,000 tested, 2.3% active; also: potency is read from the fitted curve at half-maximal effect; % is scaled to controls: 0 for no effect and ±100 for the full control effect; nearly all actives have a fitted effect of over 55% in size
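HEK293T cells expressing luciferase-tagged ELG1 (2,000/well) received 5-Fluorouridine plus compound or DMSO for 16 hr at 37 °C. Luciferase was read by ONE-Glo luminescence after 30 min at room temperature.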
A-T KAP1 phos: potential ataxia-telangiectasia treatment; […] A-T fibroblasts, KAP-1 phosphorylation AlphaLISA; neocarzinostatin DNA damage 30 min before lysis; Potency, µM (top dose mostly 57.5 µM), inactives show at the highest dose activation, hits mostly activators; 320,000 tested, 0.19% active; also: potency is read from the fitted curve at half-maximal effect; % of control where 0% means no effect; nearly all actives have a fitted effect of over 45% in size
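ATM-like activity read as KAP-1 phosphorylation via AlphaLISA donor/acceptor antibody pairs after lysis and 6 hr at 25C. Cells were ATM-null patient fibroblasts ([…], hTERT), dosed 60 min, then exposed to the DSB inducer NCS for 30 min.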
TSHR antag: human thyrotropin receptor antagonism | P16473 | TSHR-expressing cells, TSH-stimulated cAMP HTRF, 2 h; stronger effect = lower value | activity change, negative = inhibition, % at 11.5 µM | 330,000 tested, 0.2% active | AID 504810;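 active = activity change below a set negative limit, meaning inhibition stronger than a set level, cut at about -70% in these data; inconclusive = activity change between two set negative limits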; also: % is scaled to controls: 0 for no effect and ±100 for the full control effect
Target sequence (P16473 whole entry, looked up): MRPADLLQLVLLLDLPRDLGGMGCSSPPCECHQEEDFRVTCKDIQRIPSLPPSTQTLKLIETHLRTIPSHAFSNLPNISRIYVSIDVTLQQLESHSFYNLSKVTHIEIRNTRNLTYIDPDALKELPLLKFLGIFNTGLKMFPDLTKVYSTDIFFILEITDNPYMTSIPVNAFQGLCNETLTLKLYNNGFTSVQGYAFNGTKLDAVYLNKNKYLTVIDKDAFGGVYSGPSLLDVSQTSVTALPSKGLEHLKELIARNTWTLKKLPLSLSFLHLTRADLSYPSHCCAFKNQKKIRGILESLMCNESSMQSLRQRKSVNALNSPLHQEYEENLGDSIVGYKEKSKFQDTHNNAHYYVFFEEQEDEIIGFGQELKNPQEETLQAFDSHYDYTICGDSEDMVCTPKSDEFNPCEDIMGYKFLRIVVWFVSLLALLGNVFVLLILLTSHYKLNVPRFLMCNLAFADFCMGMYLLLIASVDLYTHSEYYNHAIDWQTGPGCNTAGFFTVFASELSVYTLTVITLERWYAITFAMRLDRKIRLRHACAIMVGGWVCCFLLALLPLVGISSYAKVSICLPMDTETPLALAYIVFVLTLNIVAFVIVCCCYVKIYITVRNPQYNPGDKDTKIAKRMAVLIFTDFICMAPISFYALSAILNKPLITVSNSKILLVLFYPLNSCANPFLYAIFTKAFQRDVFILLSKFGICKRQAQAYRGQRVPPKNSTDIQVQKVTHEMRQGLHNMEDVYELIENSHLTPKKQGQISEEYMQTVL
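Inhibition of cAMP made by TSHR-expressing cells under TSH stimulation (4nM final, EC80; 2 h, 37 deg C) is quantified with a one-step lysis HTRF kit, anti-cAMP cryptate versus cAMP-d2.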
Integrin act MD: activators of alpha7 integrin expression for muscular dystrophy. alpha7betagal myoblasts, beta-gal FDG fluorescence, 48 h. Potency, µM (doses to about 38.3 µM), inactives show at the highest dose activation, usual class: activators. 350,000 tested, 0.064% active. AID 624291;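 also: potency is read from the fitted curve at half-maximal effect; 100% = response of the positive control SU9516; nearly all actives have a fitted effect of over 60% in size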
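alpha7betagal+/- myoblasts (passage 13, 250/well) treated 48 h at 37C with compounds at 1:260 dilution of DMSO stock. Lysed, then beta-galactosidase activity read as FDG fluorescence (ex 480/em 540) after 30 min, with pre-read for autofluorescence.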
ASM inhibitor: blocks human secretory acid sphingomyelinase | Potency, µM (highest dose often 57.5 µM), for inactives: top-dose activity change, negative = inhibition, hits mostly inhibitors | 340,000 tested, 0.006% active | placental ASM, HMU-PC fluorogenic substrate, 60 min; also: potency is read from the fitted curve at half-maximal effect
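Human placenta-derived ASM preincubated with compound 10 min at room temperature, then reacted with 9 uM (final) fluorogenic HMU-PC substrate for 60 min at 37 C. Stop solution raises pH to 10; fluorescence read at Ex 386/Em 447 nm.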
Tb PFK inh: T. brucei PFK enzyme inhibition | Potency, µM (highest dose often 57.5 µM), for the others: at the top dose activity, negative = inhibition, actives largely listed as inhibitors | 330,000 tested, 0.17% active | AID 485367 | O15648 | T. brucei PFK, ADP-Glo luminescence;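 also: potency is read from the fitted curve at half-maximal effect; 0% = uninhibited 1x PFK enzyme wells and -100% = no-enzyme wells; nearly all actives have a fitted effect of over 60% in size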
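Activity is normalized to no-enzyme wells (full inhibition) and 1.25 nM enzyme wells (no inhibition). Reaction: 0.5 mM F6P, 0.1 mM ATP, 45 min RT, ADP-Glo luminescence; concentration-response curves fitted and classed by quality.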
BCR signal inh: chronic active BCR signaling inhibition. ABC-DLBCL IkBa-CBG/CBR reporter, luminescence ratio, 4 h. Potency, µM (top dose mostly 46.1 µM), inactives show top-dose ratio change, negative = lower green/red ratio, most hits filed as inhibitors. 340,000 tested, 0.05% active. AID 493014; active = well fitted inhibition curve with a large enough effect in the signal ratio, with a control signal flat, not every such curve was filed as active; inconclusive = small, poorly fitted or top-dose-only effect, or effect the other way, or a change in a side signal; the % refers to the signal ratio;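 also: potency is read from the fitted curve at half-maximal effect; plate controls were basal doxycycline-induced cells for no effect and cells given 10 µM MG132 for full effect; MG132 reads +100%, hits lower the ratio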
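TMD8 ABC-DLBCL cells carrying doxycycline-inducible green luciferase fused to IkappaBalpha plus unfused red luciferase were exposed to compounds (up to 46 uM) for 4 hrs at 37C. Activity came from the overlap-corrected green/red luminescence ratio.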
Eya2 inh: Eya2 (human) phosphatase inhibition | 330,000 tested, 0.006% active | O00167 | recombinant Eya2, OMFP fluorescence dephosphorylation (OMFP is methylfluorescein phosphate) | Potency, µM (highest dose often 76.9 µM), inactives show top-dose activity, negative = inhibition, actives largely listed as inhibitors; also: potency is read from the fitted curve at half-maximal effect; % is scaled to controls: 0 for no effect and ±100 for the full control effect
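Eya2 protein (added as 0.2 uM solution) was preincubated with compound for 10 min at ambient temperature in 50 mM HEPES pH 7.5, 50 mM NaCl, 5 uM MgCl2, 0.05% BSA, 1 mM DTT. OMFP (added at 50 uM) then reacted 10 min; fluorescence read at 485/525 nm.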
TCR activator: T cell receptor activation | primary human leukocytes, anti-CD3, IL-2 HTRF, 48 h | 330,000 tested, under 10 active | Potency, µM (series often up to 9.22 µM), for inactives: at the top dose activation of IL-2 secretion, hits mostly activators; also: % of control where 0% means no effect
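HTRF read-out of IL-2 secretion: europium cryptate donor excited at 320nm, d2 acceptor emission at 665nm. Cells were primary human leukocytes incubated 48 hr with compounds and a-CD3 beads, supplying TCR signal only.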
Mito fusion yeast: inhibitors of mitochondrial division or activators of mitochondrial fusion; S. cerevisiae fusion-defective mutant growth rescue, CellTiterGlo 48 h; Potency, µM (doses to about 46.1 µM), for the others: at the highest dose growth rescue (activation), most hits filed as activators; 320,000 tested, 0.23% active; AID 485298;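 also: potency is read from the fitted curve at half-maximal effect; % of control where 0% means no effect; nearly all actives have a fitted effect of over 45% in size; temperature-sensitive fusion mutants such as fzo1-1 at 37 °C on non-fermentable ethanol glycerol medium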
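S. cerevisiae fusion-defective temperature-sensitive mutants (e.g. fzo1-1, mgm1-5) grown 48 h at 37C in YPEG (ethanol/glycerol non-fermentable) medium with 23 nl compound per well; growth rescue read as CellTiterGlo luminescence.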
* = called active by the depositor; ? = inconclusive; nt = no result given; [ ] = another dose, or the depositor's remark. Unless noted, calls follow the shape of the dose curve; as a rule, active = well fitted curve in the direction sought with a large enough effect; inconclusive = small, poorly fitted or top-dose-only effect, or another doubt; inactive = no such curve, though single readings can be large; an effect the other way counts as inactive or inconclusive. This is a random part of the collection (roughly 3.2% active in at least one column).

Structure | TSG101-PTAP inh | ELG1 repair inh | A-T KAP1 phos | TSHR antag | Integrin act MD | ASM inhibitor | Tb PFK inh | BCR signal inh | Eya2 inh | TCR activator | Mito fusion yeast
COc1ccccc1CNC(=O)C1CCCN1S(=O)(=O)c1cccc2cccnc12 (stereo not given) | -1% | -5% | 22% | 11 | -10% | -1% | 4% | -2% | 13% | -7% | 1%
CC(C)CNC(=O)C1CCN(S(=O)(=O)c2ccc(-n3cnnn3)cc2)CC1 | -2% | ? | -1% | 0 | -6% | 2% | 0% | 5% | 6% | -2% | 0%
NC(=O)c1cc([N+](=O)[O-])ccc1NCc1cnccn1 | -2% | 7% | 17% | 11 | 23% | -1% | -9% | 2% | 19% | 7% | -7%
Cc1cccc(OCC(=O)NCC(c2cccs2)N2CCOCC2)c1 (stereo not given) | -4% | 8% | 2% | -2 | 7% | -3% | 0% | -4% | -8% | -1% | 0%
CCn1c(SCC(=O)NNC(=O)Cc2ccccc2)nnc1-c1ccccc1 | nt | -2% | 9% | -2 | 17% | -2% | -2% | ? | 1% | nt | 0%
Cc1cc(NC(=S)N(CCCN2CCN(C)CC2)Cc2ccco2)ccc1Cl | -4% | -12% | -3% | -1 | -30% | 2% | -2% | -10% | -2% | 0% | -3%
COc1ccc(N2CCN(Cc3cc(=O)oc4ccc(Cl)cc34)CC2)cc1 | -1% | -1% | 2% | -10 | -4% | 2% | 2% | 0% | -1% | 9% | 1%
COc1ccc(-c2nc(-c3cccnc3)no2)cc1OC | 1% | ? | 5% | -12 | 32% | 0% | 1% | ? | -2% | 7% | 4%
Cc1ccc2[nH]c(C(=O)N3CCC(C(N)=O)CC3)cc2c1 | 0% | ? | 4% | 3 | -20% | 0% | 1% | 3% | 13% | nt | 0%
C/C(=N\Nc1ccccn1)c1ccc2c(c1)OCO2 | -1% | ? | -2% | 1 | -7% | -1% | 0% | -2% | 7% | -6% | -11%
Cc1cccc(CSc2nnc(N)n2-c2ccccc2)c1 | -4% | 4% | 0% | -3 | -26% | -2% | 1% | -1% | -13% | -6%[46.1 µM] | -5%
Cc1cccc2cc(COC(=O)C3CCCCC3)c(=O)[nH]c12 | -1% | 11% | 4% | -4 | 17% | 1% | 1% | 1% | 17% | 5% | 1%
Cc1cc(=O)n(Cc2ccc(OC(C)C)cc2)c(=S)[nH]1 | -3% | -1% | 1% | 7 | -6% | -1% | 1% | 0% | -3% | 3% | 0%
COc1ccccc1NC(=O)C(=O)NCC1CCCN1S(=O)(=O)c1cccs1 (stereo not given) | -2% | -18% | 0% | -9 | -3% | 2% | -3% | ? | 6% | 4% | 12%
COC(=O)c1c(C)[nH]c(C(=O)COC(=O)c2c(C)noc2C)c1C | 0% | 18% | -1% | -4 | 8% | 4% | 2% | ? | -21% | -5% | 3%
O=c1[nH]c(/C=C\c2cccc(F)c2)nc(O)c1[N+](=O)[O-] | 3% | 19% | 12% | -7 | -16% | -5% | 8% | -4% | -19% | nt | 3%
COc1ccc(N2CCN(S(=O)(=O)Cc3ccccc3)CC2)cc1 | -5% | 14% | 4% | -4 | 4% | 0% | -3% | 12% | -15% | -3% | 0%
Cn1cnnc1SCC(=O)Nc1ccccc1Oc1ccccc1 | 0% | -13% | -4% | -4 | -23% | 0% | 0% | 6% | -2% | -1% | 0%
O=C(O)c1ccccc1C(=O)Nc1nccs1 | -2% | 5% | -2% | 0 | -18% | 0% | -3% | -15% | -2% | -1% | 1%
O=C(Nc1c(C(=O)N2CCC(N3CCCCC3)CC2)oc2ccccc12)c1ccc(F)cc1 | -1% | 26% | 10% | -7 | -35% | -1% | 0% | -6% | 3% | 1% | 0%
CN(CC(=O)Nc1ccccc1Cl)C(=O)COC(=O)c1ccc(Cl)nc1 | -2% | 22% | -12% | 4 | 24% | 0% | -5% | 0% | 8% | -5% | -4%
O=C(Nc1cc(S(=O)(=O)N2CCOCC2)ccc1Cl)c1ccc(=O)[nH]c1 | -3% | 18% | 0% | 3 | -13% | 1% | -13% | -5% | -21% | 4% | -5%
CC1CCCCN1C(=O)CSc1nc2cc3c(cc2c(=O)n1Cc1ccc2c(c1)OCO2)OCO3 (stereo not given) | -4% | ? | 13% | 8 | -4%[7.66 µM] | -1% | 3% | 1% | -14% | 1% | 13%
CCOC(=O)c1nn(-c2ccccc2C)c2nc(Nc3ccccc3)cc(=O)n12 | -1% | 2% | 15% | 0 | 20% | -1% | -9% | -3% | -7% | 1%[46.1 µM] | 1%
O=[N+]([O-])c1cc(S(=O)(=O)Nc2ccccc2)ccc1-n1nnc2ccccc21 | 0% | -7% | 5% | -2 | -13% | -13% | 0% | 3% | 5% | 1% | 4%
CSc1cccc(NC(=O)/C=C/c2cccc(Cl)c2)c1 | -4% | ? | 8% | -19 | -34% | -11% | 1% | ? | 0% | 0%[46.1 µM] | 0%
Cn1cccc1C(=O)NC1CCCCC1 | -6% | ? | 5% | 7 | -2% | 3% | -10% | -10% | -1% | -3% | -1%
O=C(NCCN1C(=O)S/C(=C\c2cccnc2)C1=O)c1cc(S(=O)(=O)N2CCOCC2)ccc1F | -2% | ? | 4% | -5 | -18% | 2% | -4% | ? | -2% | -1% | 4%
C=CCN(CC=C)CCOc1ccc2ccccc2c1 | 1% | -9% | 8% | -6 | 3% | 1% | 0% | ? | 7% | 0% | -7%
O=C(Cc1ccccc1)Nc1c[nH]c(=O)[nH]c1=O | 0% | 3% | nt | 8 | 8% | 10% | 3% | 4% | 3% | 1%[46.1 µM] | 3%
O=C(C1=C[C@H](c2csc3ccccc23)C[C@H](OCc2ccc(CO)cc2)O1)N1CCN(Cc2ccccc2)CC1 | 3% | ? | -16% | -9 | -29% | -1% | 5% | 3% | -10% | -3% | -24%
O=C(O)C1CCC(CNCc2ccccc2Cl)CC1 (stereo not given) | 3% | 11% | -5% | 26 | -8% | 2% | 2% | -1% | -1% | 0%[46.1 µM] | 5%

Rewritten as labelled records: part of the list above
COc1ccccc1CNC(=O)C1CCCN1S(=O)(=O)c1cccc2cccnc12 (stereo not given)
  TSG101-PTAP inh = -1%	ELG1 repair inh = -5%	A-T KAP1 phos = 22%	TSHR antag = 11	Integrin act MD = -10%	ASM inhibitor = -1%	Tb PFK inh = 4%	BCR signal inh = -2%	Eya2 inh = 13%	TCR activator = -7%	Mito fusion yeast = 1%

CC(C)CNC(=O)C1CCN(S(=O)(=O)c2ccc(-n3cnnn3)cc2)CC1
  TSG101-PTAP inh = -2%	ELG1 repair inh = ?	A-T KAP1 phos = -1%	TSHR antag = 0	Integrin act MD = -6%	ASM inhibitor = 2%	Tb PFK inh = 0%	BCR signal inh = 5%	Eya2 inh = 6%	TCR activator = -2%	Mito fusion yeast = 0%

Part of the list above with just ASM inhibitor, Mito fusion yeast and TSHR antag.
| SMILES | ASM inhibitor | Mito fusion yeast | TSHR antag |
| --- | --- | --- | --- |
| Cc1cccc(OCC(=O)NCC(c2cccs2)N2CCOCC2)c1 (stereo not given) | -3% | 0% | -2 |
| CCn1c(SCC(=O)NNC(=O)Cc2ccccc2)nnc1-c1ccccc1 | -2% | 0% | -2 |
| Cc1cc(NC(=S)N(CCCN2CCN(C)CC2)Cc2ccco2)ccc1Cl | 2% | -3% | -1 |
| COc1ccc(N2CCN(Cc3cc(=O)oc4ccc(Cl)cc34)CC2)cc1 | 2% | 1% | -10 |

Screening data deposited in PubChem BioAssay by National Center for Advancing Translational Sciences (NCATS).
